Bioassay records deposited in PubChem by National Center for Advancing Translational Sciences (NCATS).
HTT ATP protect – Huntington cell model cytoprotection by ATP luminescence; PC12 HTT-Q103 induced, cytoprotection, ATP luminescence, 40 h; Potency, µM (top dose mostly 56.4 µM), without a hit: cytoprotection (ATP increase), most hits filed as activators; 0.14% of 230,000 active; AID 1471;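 further: potency means the concentration at half of the fitted maximal effect; % of control where 0% means no effect; nearly all actives have a fitted effect of over 45% in size; toxic huntingtin expression switched on by the ecdysone agonist tebufenozide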
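Compounds added alongside 100 nM tebufenozide, which induces toxic Q103 huntingtin exon 1-GFP in stable PC12 cells; surviving cells quantified by luminescent ATP measurement. Medium: phenol red-free DMEM, 5% equine and 5% calf serum.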
HTT aggregate – reduces HttQ103-GFP aggregates in PC12 cells; PC12 HttQ103-GFP aggregates, Acumen cytometry, 40 h; Potency, µM (highest dose often 46.1 µM), for inactives: at the highest dose activity change, negative = inhibition, hits mostly inhibitors; 1.1% of 220,000 active; further: potency means the concentration at half of the fitted maximal effect; on the % scale 0 is the no-effect control and ±100 the full control effect; nearly all actives have a fitted effect of over 60% in size
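Multiplexed with ATP-based cell death, this channel scores GFP aggregates in PC12 cells expressing inducible HTTex1-Q103-GFP. Induction used 100 nM tebufenozide; compounds were tested in concentration series.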
Luc counter – blocks Kinase-Glo luciferase, a counter-screen artifact | Kinase-Glo luciferase, ATP luminescence, 8 min | Potency, µM (highest dose often 38.3 µM), for the others: top-dose activity change, negative = inhibition, actives largely listed as inhibitors | 0.28% of 200,000 active; further: potency means the concentration at half of the fitted maximal effect; on the % scale 0 is the no-effect control and ±100 the full control effect; nearly all actives have a fitted effect of over 60% in size
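Inhibition of Kinase-Glo luciferase light generation was assessed at 10 uM ATP in pH 7.2 imidazole buffer, with luminescence measured after eight minutes at ambient temperature.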
LMNA splice mod – modulators of lamin A splicing | AID 1487 | 0.01% of 200,000 active | HeLa LMNA splicing GFP/RFP minigene ratio, 48 h | Potency, µM (top dose mostly 46.1 µM), without a hit: at the highest dose ratio change, negative = inhibition, usual class: inhibitors; active means well fitted inhibition curve with a large enough effect in the signal ratio, with a control signal flat, not every such curve was filed as active; inconclusive means small, poorly fitted or top-dose-only effect, or effect the other way, or a change in a side signal; the % refers to the signal ratio; further: potency means the concentration at half of the fitted maximal effect; on the % scale 0 is the no-effect control and ±100 the full control effect
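S3 HeLa cells stably expressing lamin A-EGFP splicing minigene plus DsRed2, 600 cells/well, 48 h compound exposure at 37C. Laser-scanning cytometry; analysed as GFP (500-530 nm)/RFP (575-640 nm) total intensity ratio; 0.5% DMSO vehicle.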
SMN2 splice up – increases expression of the SMN2 splice variant; HEK293 SMN2-luciferase splicing reporter, luminescence, 30-36 h; Potency, µM (titrated, usually from 46.1 µM), for the others: at the top dose activity change, positive = activation, hits mostly activators; 2.8% of 210,000 active; AID 1458; further: potency means the concentration at half of the fitted maximal effect; % of control where 0% means no effect; nearly all actives have a fitted effect of over 55% in size
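HEK293 cells carry an SMN2 […]–luciferase reporter in which exon 7 inclusion puts luciferase in frame. Cells were plated 10-12 h before compound addition, then incubated 30-36 h at 37C. ONE-Glo luminescence was read; sodium butyrate at 4.5 mM final served as control.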
IMPase Li cell – IMPase inhibition in cells with lithium potentiation | CHO-M1 cells, IP1 TR-FRET (IP-One), carbachol + lithium | AID 1457 | Potency, µM (top dose mostly 59.4 µM), without a hit: at the highest dose activity, negative = IMPase inhibition, hits mostly inhibitors | 0.35% of 210,000 active;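 further: IP1 builds up when IMPase is blocked and the TR-FRET signal falls; potency means the concentration at half of the fitted maximal effect; plate controls were basal vehicle for no effect and high inhibitor control for full effect; nearly all actives have a fitted effect of over 50% in size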
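CHO-M1, 2000 cells/well, 16–30 h culture; cpd + low Li+, 30 min 37C; lysis with d2-IP1/Eu-anti-IP1 Ab, 10 min RT; TR-FRET 665/620 ratio and 620 channel; AC50 via Hill.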
CBFb RUNX1 block – CBF-beta/RUNX1 interaction disruption | Q01196+Q13951 | AlphaScreen CBFb-His/RUNX1-biotin binding, biochemical | Potency, µM (highest dose often 59.8 µM), for the others: top-dose activity, negative = inhibition, actives largely listed as inhibitors | 230,000 tested, under 10 active | AID 1477; further: % of control where 0% means no effect
Target sequence (Q01196 whole entry, looked up): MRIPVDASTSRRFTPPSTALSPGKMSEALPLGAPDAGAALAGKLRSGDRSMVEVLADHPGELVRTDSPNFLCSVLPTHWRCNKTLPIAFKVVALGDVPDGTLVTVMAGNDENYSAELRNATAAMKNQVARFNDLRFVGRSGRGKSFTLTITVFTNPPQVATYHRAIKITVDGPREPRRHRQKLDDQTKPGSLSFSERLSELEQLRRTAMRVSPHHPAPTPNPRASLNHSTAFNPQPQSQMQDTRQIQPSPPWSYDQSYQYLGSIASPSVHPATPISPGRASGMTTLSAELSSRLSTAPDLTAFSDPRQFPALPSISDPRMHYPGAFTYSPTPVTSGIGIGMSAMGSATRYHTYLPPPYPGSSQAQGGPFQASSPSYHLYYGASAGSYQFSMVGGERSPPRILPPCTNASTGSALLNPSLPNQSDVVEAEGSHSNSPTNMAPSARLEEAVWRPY
Target sequence (Q13951 whole entry, looked up): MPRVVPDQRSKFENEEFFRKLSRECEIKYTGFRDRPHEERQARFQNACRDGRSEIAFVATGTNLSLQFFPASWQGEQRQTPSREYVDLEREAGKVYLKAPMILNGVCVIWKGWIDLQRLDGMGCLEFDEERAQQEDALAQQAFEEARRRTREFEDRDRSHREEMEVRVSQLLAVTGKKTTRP
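AlphaScreen proximity signal reports loss of binding between His-tagged CBF-beta and biotin-labelled RUNX1, each at 30 nM. Proteins are pre-associated for 20 minutes, compounds added for 15 minutes, then beads for 90 minutes, all at ambient temperature.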
The depositor's hits bear a star; ? = inconclusive; . = no result given; & = joins results of further samples; [ ] = dose if it differs, or a comment. Unless noted, the call rests on the fitted dose curve; in most records, active means well fitted curve in the direction sought with a large enough effect; inconclusive means small, poorly fitted or top-dose-only effect, or another doubt; inactive means no such curve, though single readings can be large; an effect the other way counts as inactive or inconclusive.

SMILES	HTT ATP protect	HTT aggregate	Luc counter	LMNA splice mod	SMN2 splice up	IMPase Li cell	CBFb RUNX1 block
O=C1Nc2ccc([N+](=O)[O-])cc2OC1CCN1CCOCC1 (centres undefined)	-21%	-27%	2%	.	.	-1%	5%
COc1cc(/C=C2\SC(=S)N(C(C(=O)O)c3ccccc3)C2=O)ccc1O (centres undefined)	-2%[10 µM]	-4%[9.22 µM]	.	.	.	.	-15%
Cc1ccc(C(=O)NNC(=O)C2CCN(S(=O)(=O)c3ccc(C)cc3)CC2)cc1	-1%[10 µM]	-6%[9.22 µM]	.	.	.	.	2%
Oc1ccccc1/C=N/NC(=S)NC1CC2CC1C1C=CCC21 (centres undefined)	0%[10 µM]	0%[9.22 µM]	.	?	.	.	-23%
COc1ccc(-c2cc(C(=O)N3CCN(c4ccccc4)CC3)c3ccccc3n2)cc1	-169%[inhibitor]	7%	-6%	?	13%	4%	?
CC(C)Sc1nc2ccccc2[nH]1	-31%	24%	-2%	-16%[46 µM]	11%	-5%	9%
N/C(Cc1ccc([N+](=O)[O-])cc1)=N\OC(=O)C(c1ccccc1)c1ccccc1	-38%	?	.	16%	.	.	-5%
COC(=O)c1ccc(CSc2nc3c(cnn3-c3ccc(C)c(C)c3)c(=O)[nH]2)o1	-3%[1.9 µM]	-2%	3%	-1%	-1%	17%	6%
CCN1CCN(C(=O)c2sc3ncnc(N4CCc5ccccc5C4)c3c2C)CC1	-63%[inhibitor]	-9%	-1%	.	-25%	0%	-3%
CCOC(=O)c1cc(C(O)(C(F)(F)F)C(F)(F)F)c(/N=C/N(C)C)o1	-3%[10 µM]	5%	-3%	7%	-18%	10%[38.3 µM]	5%
CCN(CC)c1ccc(/C=N/OCC(=O)Nc2cccc(C)c2)cc1	19%[10 µM]	-7%	-2%	-7%	-6%	9%	1%
CC(C)OCCCNC(=O)Cc1ccc(Br)cc1	.	13%	1%	?	4%	1%	6%
CC(C)C1N=C2c3ccccc3N=C(SCC(=O)NCCc3ccc(S(N)(=O)=O)cc3)N2C1=O (centres undefined)	2%[10 µM]	-3%	1%	15%	-10%	-8%[38.3 µM]	14%
O=C(CSc1nnnn1C1CCCC1)Nc1ccc2c(c1)OCCO2	-10%	-1%	-1%	-1%	-5%	8%[38.3 µM]	1%
C[C@H](NS(=O)(=O)c1ccc(Cl)c(Cl)c1)C(=O)OCc1cc(=O)n2cc(Br)ccc2n1	5%[1.9 µM]	-5%	-1%	-3%	3%	-11%	-15%
O=C(O)C1CSC(c2ccc(O)c([N+](=O)[O-])c2)N1 (centres undefined)	7%[10 µM]	6%[9.22 µM]	1%	19%[46 µM]	-2%	-1%	-2%
CCCCCCCC#Cc1ccccc1/C=N/S(=O)c1ccc(C)cc1 (centres undefined)	21%[10 µM]	10%	0%	?	8%	-5%	5%[13.1 µM]
CCc1cccc(NC(=S)N2CCC(c3ccccc3)C2)c1 (centres undefined)	-24%	-32%	1%	1%[46 µM]	68%	10%	14%
CCN(CC(=O)Nc1c(C(=O)OC)[nH]c2ccccc12)c1ccc2c(c1)OCO2	-11%[10 µM]	?	8%	13%	-26%	55%[activator][38.3 µM]	7%
COc1ccc(C(C)=O)cc1COc1cc(C)c(Cl)c(C)c1	9%[10 µM]	9%[9.22 µM]	.	.	.	.	17%
CN1/C(=C\C(=O)CSc2nnc(NCc3ccccc3)s2)C(C)(C)c2ccccc21	9%[10 µM]	?	1%	?	-41%[inhibitor]	4%	-17%
COc1ccc(CC(=O)N2CCOCC2)cc1OC	-8%	?	2%	-8%	29%	1%[38.3 µM]	13%
Cc1[nH][nH]c(=O)c1C=NCc1cccnc1	-7%	9%	1%	5%[9.22 µM]	-11%	-9%	16%
CCOC(=O)C1Cn2c(nc3c(c2=O)C2(CCCC2)Cc2ccccc2-3)S1 (centres undefined)	-7%[10 µM]	-14%	2%	?	-25%	10%[38.3 µM]	12%
CNS(=O)(=O)c1cccc(C(=O)OCc2cc(Cl)cc3c2OCOC3)c1	-5%[0.074 µM]	-6%	-2%	10%	1%	-4%[38.3 µM]	-2%

Profiles, looked up by structure. Screens in order: HTT ATP protect, HTT aggregate, Luc counter, LMNA splice mod, SMN2 splice up, IMPase Li cell, CBFb RUNX1 block
Record of CN1/C(=C\C(=O)CSc2nnc(NCc3ccccc3)s2)C(C)(C)c2ccccc21 = 9%[10 µM], ?, 1%, ?, -41%[inhibitor], 4%, -17%
Record of CNS(=O)(=O)c1cccc(C(=O)OCc2cc(Cl)cc3c2OCOC3)c1 = -5%[0.074 µM], -6%, -2%, 10%, 1%, -4%[38.3 µM], -2%
Record of Cc1[nH][nH]c(=O)c1C=NCc1cccnc1 = -7%, 9%, 1%, 5%[9.22 µM], -11%, -9%, 16%

The list continues.
SMILES	HTT ATP protect	HTT aggregate	Luc counter	LMNA splice mod	SMN2 splice up	IMPase Li cell	CBFb RUNX1 block
COc1ccc(N2C(=O)CC(Sc3nnc(-c4ccccc4F)n3C)C2=O)cc1 (centres undefined)	-6%	?	6%	-1%[46 µM]	2%	-15%	-5%
Cc1cc(N2CCN(C)CC2)n2nc(-c3ccc(Cl)cc3)nc2n1	5%&28%[10 µM]	-6%[9.22 µM]	0%[7.66 µM]	.	-11%[9.22 µM]	2%	2%
CCN(CC)C(=O)CSc1nnc2nnc3cc(C)ccc3n12	19%[10 µM]	-10%[9.22 µM]	.	.	.	.	-3%
O=C(COc1ncnc2cc([N+](=O)[O-])ccc12)N(CCc1ccccc1)Cc1ccccc1	.	8%	-1%	?	-6%	?	-2%
CCCCCCn1cc(C(=O)OCC)c(=O)c2cc(F)c(F)cc21	9%[10 µM]	-3%[9.22 µM]	.	.	.	.	6%
O=C1CC(c2ccco2)CC(O)=C1C=NCC1CCNCC1 (centres undefined)	-24%	4%	-2%	-6%	-10%	24%[38.3 µM]	?
O=C(Nc1ccc2c(c1)OCCO2)C1CC1c1ccccc1 (centres undefined)	-8%[10 µM]	-11%	-1%	-3%	11µM*	7%	-7%
COc1ccccc1C1=NOC(Cn2c(NCCOCCO)nc3c2c(=O)n(C)c(=O)n3C)C1 (centres undefined)	6%[10 µM]	3%[9.22 µM]	.	.	.	.	9%
Nc1ccccc1-c1ccccc1N	-11%[10 µM]	-14%[9.22 µM]	0%	.	.	-1%	23%
Fc1ccc(-c2csc(N3CCOCC3)n2)cc1	-23%[10 µM]	-14%[9.22 µM]	.	.	.	.	-7%
CC(C)(C)OC(=O)NCCCC[C@H](NC(=O)c1[nH]cnc1C(=O)Nc1ccc(Cl)cc1)C(=O)OC(C)(C)C	9%[10 µM]	-31%[9.22 µM]	.	.	.	.	12%
COc1cccc(C2CC(c3ccccc3C)n3nc(N)nc3N2)c1 (centres undefined)	-6%[10 µM]	1%	2%	-4%	8%	7%[38.3 µM]	3%
CCN1CCN(c2cc(C)c3cc(NC(=O)c4cccs4)ccc3n2)CC1	7%[10 µM]	-19%[9.22 µM]	.	.	.	.	-2%
COc1ccc(/C=C(/NC(=O)c2ccco2)C(=O)N2CCCC2=O)cc1	.	18%	1%	-9%[46 µM]	11%	0%	-6%
CN(C)c1ccnc2c[cH-]cc12.[Fe].c1ccc(-[c-]2[c-](-c3ccccc3)[c-](-c3ccccc3)[c-](-c3ccccc3)[c-]2-c2ccccc2)cc1 (centres undefined)	-38%&-6%[10 µM]	14%&3%[9.22 µM]	.	.	.	.	-5%&-22%
COc1ccc(NC(=O)CSc2nc3ccccc3c(=O)n2CCCN2CCCCC2)c(OC)c1	0%	21%[9.22 µM]	2%	-6%	-20%	43%[activator][38.3 µM]	3%
O=C(COC(=O)c1ccc2c(c1)OCO2)Nc1ccccc1	-31%	5%	5%	-1%[46 µM]	-1%	1%	8%
Cc1cc(=O)oc(C)c1C(=O)Nc1ccccc1F	-2%[10 µM]	-19%[9.22 µM]	.	.	.	.	4%
CC[C@@H](NS(=O)(=O)c1ccc(C)cc1)C(=O)Oc1ccc2c3c(c(=O)oc2c1)CCC3	-2%[10 µM]	-12%	1%	-20%	15%	-5%	2%
CCN(CC)C(=O)CC(c1ccc2c(c1)OCO2)c1c(O)cc(OC)cc1OC (centres undefined)	-9%[10 µM]	-5%[9.22 µM]	.	.	.	.	-1%&10%
Cc1cc2cccc(C)c2nc1SCC(=O)NCC1CCCO1 (centres undefined)	?	0%[9.22 µM]	-2%	7%[46 µM]	.	6%	12%
CCn1c(SCC(=O)NCc2ccco2)nnc1-c1ccc(N)cc1	-10%	?	-2%	9%	-3%	4%[38.3 µM]	6%
Cc1ccc(/C=C/c2ccc(=O)n(Cc3ccc(F)cc3)n2)cc1	.	?	0%	-15%[46 µM]	-11%	12%	?
COC(=O)/C(=C/c1ccco1)NC(=O)c1ccco1	-13%[10 µM]	12%	-5%	-9%	?	5%	8%
O=S(=O)(NCc1ccccn1)c1ccc(Cl)c(C(F)(F)F)c1	-16%	9%	0%	?	1%	4%	6%
SMILES	HTT ATP protect	HTT aggregate	Luc counter	LMNA splice mod	SMN2 splice up	IMPase Li cell	CBFb RUNX1 block
Cn1c(=O)oc2cc(S(=O)(=O)N3CCC(C(=O)N4CCc5ccccc5C4)CC3)ccc21	-23%	14%	1%	-1%	-31%[inhibitor]	-8%[38.3 µM]	-1%
O=C(O)c1sccc1SCc1ccc(Cl)cc1Cl	-15%	-15%	-2%	-2%	3%	3%[38.3 µM]	-4%
COc1cc(OC)c2c(-c3ccccc3)cc(=O)oc2c1C(CCN1CCCC(C)C1)c1ccc2c(c1)OCO2 (centres undefined)	11%[10 µM]	2%[9.22 µM]	.	.	.	.	8%&-10%
O=C(N/N=C/c1ccncc1)c1ccccc1OCc1ccc(Br)cc1	-5%[10 µM]	?	1%	?	-10%	14%	-5%
COc1ccc(F)cc1S(=O)(=O)Nc1ccc2c(c1)OCCO2	-13%[10 µM]	-3%	5%	?	-19%	7%	8%
Nc1ccc(S(=O)(=O)Nc2nccc(/C=C/c3ccc(Cl)cc3Cl)n2)cc1	27%[10 µM]	6%[9.22 µM]	.	.	.	.	-5%
CCCn1c(C)cc(/C=C(\C#N)C(=O)OCC(=O)NC(=O)NC(C)(C)C)c1C	-57%[inhibitor]	1%	-1%	0%	4%	41%[activator][38.3 µM]	-1%
Cc1cc(C(=O)NNC(=O)CCCCC(=O)NNC(=O)c2cc(C)[nH]n2)n[nH]1	.	-18%	-1%	6%	6%	-4%	?
